# Polio RdRp inh = poliovirus RNA polymerase inhibition; P03300; poliovirus polymerase elongation, fluorescence polarization; hits give low values; % elongation, % (compound at 16.7 µg/mL); 150,000 tested, 0.66% active; AID 588519; in the data active = % elongation below about 90%; note: some results filed as inactive read as strong as hits
# Target sequence (P03300 1749-2209 limits assumed): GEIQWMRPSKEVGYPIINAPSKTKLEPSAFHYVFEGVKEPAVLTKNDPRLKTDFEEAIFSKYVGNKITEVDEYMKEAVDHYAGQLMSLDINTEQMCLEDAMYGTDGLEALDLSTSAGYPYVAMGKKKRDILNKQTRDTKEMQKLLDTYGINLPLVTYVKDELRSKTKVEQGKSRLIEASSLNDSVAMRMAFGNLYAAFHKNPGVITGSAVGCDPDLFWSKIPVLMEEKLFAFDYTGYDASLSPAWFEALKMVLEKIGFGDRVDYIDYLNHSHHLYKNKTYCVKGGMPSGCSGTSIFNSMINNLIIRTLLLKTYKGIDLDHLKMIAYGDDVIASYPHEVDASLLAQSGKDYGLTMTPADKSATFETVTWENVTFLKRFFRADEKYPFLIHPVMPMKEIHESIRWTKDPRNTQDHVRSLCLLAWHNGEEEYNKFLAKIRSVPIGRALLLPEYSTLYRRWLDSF
# Polio RdRp inh FP z-score = second read-out of Polio RdRp inh, no call of its own (marks repeat the call); z-score; measured here: FP z-score; hits read low
# * hit, by the source's call. An excerpt, so the mix of outcomes need not match the whole.
canonical_smiles | Polio RdRp inh | Polio RdRp inh FP z-score
O=C1OC(c2ccccc2)=N/C1=C\C=C\c1ccccc1 | 104 | 0.8
COc1ccc(C(=O)Nc2cc3cc(Cl)ccc3oc2=O)cc1OC | 104 | 0.3
COc1ccc(C(CNC(=O)c2oc3ccc(Cl)cc3c2C)N2CCCCC2)cc1 (centres undefined) | 102 | -1
COc1ccc2nc(Cl)c(CN(Cc3ccc(F)cc3)C(=O)c3ccco3)cc2c1 | 104 | 0.6
Cc1ccc(-c2noc(-c3ccccc3NC(=O)C3CC(=O)N(c4cccc(C)c4)C3)n2)cc1 (centres undefined) | 103 | -0.6
CCCCNC(=O)Nc1cccc(-c2nnco2)c1 | 103 | 0.4
CCCC(O)c1nc2ccccc2n1CCCCOc1ccc(OC)cc1 (centres undefined) | 101 | -1.5
O=C1NC2=C(C(=O)c3ccccc32)C(c2ccc(Cl)cc2)S1 (centres undefined) | 99 | -0.9
O=C(NCCOc1ccc(Cl)cc1)c1ccccc1Cl | 104 | 0.4
C=CCn1c(/N=C/c2ccc(OCCC(C)C)cc2)nc2ccccc21 | 103 | 0.3
O=C1CC(c2ccccc2)N(c2ccc(Cl)cc2Cl)C(=S)N1 (centres undefined) | 108 | 0.4
COc1ccc2c(c1)-c1nc(NC(=O)c3cccc(Br)c3)sc1CC2 | 106 | 0.3
COC(=O)c1ccc(N=C2SC(C(=O)O)CC(=O)N2C)cc1 (centres undefined) | 104 | 0.1
CCn1c2ccccc2c2nnc(SCC(=O)Nc3ccccc3OC)nc21 | 104 | 0.2
CCN1CCCC1CNCc1cc(=O)n2ccc(C)cc2n1 (centres undefined) | 97 | -0.8
CCOC(=O)c1sc(-c2ccccc2)cc1NC(=O)COC(=O)COc1cc(C)on1 | 106 | 0.5
O=C(NC(=S)NC1CC1)c1cccnc1 | 99 | -0.4
Cc1ccc(NC(=O)C2CCCN2S(=O)(=O)c2cccc3cccnc23)cc1C (centres undefined) | 102 | -0.6
CNC(=S)N1CCN(S(=O)(=O)c2ccc3ccccc3c2)CC1 | 106 | 0.4
CCN1C(=O)CSc2ccc(C(=O)OC)cc21 | 101 | 0.2
CCC/C=C(\CC)C[N+]1(C)CCCCC1 | 102 | 0
O=C(O)C1=NN(c2ccccc2)C(=O)/C1=C/c1cccs1 | 100 | -0.3
O=C(COC(=O)c1ccccc1Cl)Nc1nccs1 | 107 | 2
COc1ccc(-n2c(C)cc3cc(OC(C)=O)ccc32)cc1 | 101 | 0.5
CCCCOc1ccc(C2=NC(c3cccs3)=Nc3ccc(OC)cc3N2)cc1 | 109 | 0.2
COc1cc(C(=O)Nc2cccc(-c3nc4cc(Cl)ccc4o3)c2C)cc(OC)c1OC | 100 | -0.1
Cc1c(/C=C/c2ccc(Cl)cc2Cl)c(=O)n(-c2ccccc2)n1C | 104 | 0.1
Cc1ccc(CSc2nnc(-c3ccncc3)n2CC(C)C)cc1 | 101 | -0.2
CCOc1cc(CNc2ccc(N(CC)CC)cc2)ccc1OCC(=O)NC(C)(C)C | 101 | 0
O=C(CCC(=O)NC1CC1)NNc1nc2ccccc2c2nc(-c3ccccc3)nn12 | 101 | 0.2
Cc1ccsc1/C=N/NC(=O)CO | 101 | -0.1
N#CC(C(=O)c1cc2ccccc2o1)c1ccc2ccccc2n1 (centres undefined) | 103 | 0.6
Cc1ccc(Cn2cc(C(=O)c3ccc(C)cc3)c(=O)c3ccc(C)nc32)cc1 | 111 | 1.4
Cc1ccc(CNCc2c(C(=O)O)c(C)n(Cc3ccccc3)c2C)cc1 | 100 | -1.4
COc1cccc(N2CCN(C(=O)C3CCN(S(=O)(=O)c4ccc5c(c4)oc(=O)n5C)CC3)CC2)c1 | 111 | 0.8
CCCCN(CCCC)S(=O)(=O)c1ccc2oc(C(=O)NCc3ccccc3)c(C)c2c1 | 111 | 0.4
CCOC(=O)c1cnc(Nc2nc3ccccc3o2)nc1CSc1ccc(C)cc1 | 104 | 0.6
COc1ccc(OC)c(C2CC(=O)C3=C(C2)NC(=O)CC3c2cccc(O)c2)c1 (centres undefined) | 103 | 0.4
CCN(CC)S(=O)(=O)c1cc(-c2ccc(=O)n(C(C)C(=O)Nc3cccc(C#N)c3)n2)ccc1C (centres undefined) | 109 | 0.6
CC(C)c1ccc(N2C(=O)Cc3c2nc(N)c2c(N)nc(N4CCCC4)c(C#N)c32)cc1 | 102 | 0
COc1cccc(Cn2c(CNC(=O)Cc3cccc(C)c3)nc3cccnc32)c1 | 103 | -0.9
CCC1(C)NC(=O)N(/N=C/C=C2\N(C)c3ccccc3C2(C)C)C1=O (centres undefined) | 104 | 0.3
CCOC(=O)/C(C)=N/Nc1cc(C(F)(F)F)ccc1N1CCOCC1 | 102 | 0.1
COc1ccc(NC(=O)C(C(C)C)N2Cc3ccccc3C2=O)cc1 (centres undefined) | 100 | -0.5
CS(=O)(=O)c1nc(S(=O)(=O)c2ccc(Cl)cc2)c(N2CCCC2)s1 | 99 | -0.5
COc1cc(NC(=O)C(Cc2ccccc2)NS(=O)(=O)c2cccs2)cc(OC)c1 (centres undefined) | 99 | -1.9
COc1ccc(NC(=O)CSc2nc(-c3ccccc3)nc3c2Cc2c(CO)cnc(C)c2O3)cc1Cl | 110 | 0.7
O=C1/C(=C/c2ccc(-c3cccc(Cl)c3)o2)NC(=S)N1C1CCCCC1 | 110 | 1.7
COc1cccc(N2CCN(C(=O)CCn3nc(C)c(S(=O)(=O)N4CCCC4)c3C)CC2)c1 | 107 | 0.2
O=C(CSc1nc2c([nH]c3ccccc32)c(=O)n1-c1ccc(Cl)cc1)N1CCOCC1 | 110 | 0.8

# 4 entries from above, with each value named:
COc1cccc(Cn2c(CNC(=O)Cc3cccc(C)c3)nc3cccnc32)c1
  Polio RdRp inh = 103	Polio RdRp inh FP z-score = -0.9

CCN1C(=O)CSc2ccc(C(=O)OC)cc21
  Polio RdRp inh = 101	Polio RdRp inh FP z-score = 0.2

CS(=O)(=O)c1nc(S(=O)(=O)c2ccc(Cl)cc2)c(N2CCCC2)s1
  Polio RdRp inh = 99	Polio RdRp inh FP z-score = -0.5

Cc1ccc(NC(=O)C2CCCN2S(=O)(=O)c2cccc3cccnc23)cc1C (centres undefined)
  Polio RdRp inh = 102	Polio RdRp inh FP z-score = -0.6

# Next compounds follow:
canonical_smiles | Polio RdRp inh | Polio RdRp inh FP z-score
CC(Oc1ccccc1)C(=O)Nc1ccc(OCc2cc(=O)n3ccsc3n2)cc1 (centres undefined) | 110 | 0.7
O=C(CSC1=NCCN1)NC12CC3CC(CC(C3)C1)C2 | 103 | 0.7
CCN=c1scc(-c2ccccc2)n1/N=C/c1ccc(NC(C)=O)cc1 | 99 | -0.8
N=c1c2cnn(-c3ccccc3)c2ncn1/N=C/c1ccc(Cl)cc1Cl | 101 | 0.1
FC(F)(F)c1nnc2n1Nc1nc3ccccc3nc1S2 | 91 | -2.3
O=C(Nc1ccc(S(=O)(=O)Nc2ccccn2)cc1)c1ccc(F)cc1 | 102 | 0
Cc1csc2ncnc(N3CCN(C(=S)Nc4ccc(F)cc4F)CC3)c12 | 108 | 0.7
CC(=O)c1ccc(NC(=O)c2nc(-c3ccccc3)n(-c3ccc(Cl)cc3)n2)cc1 | 104 | -0.9
Cc1nnsc1C(=O)Nc1ccc(F)cc1 | 100 | -0.8
O=C(O)c1ccc(Nc2nnc(-c3ccccc3)c(-c3ccccc3)n2)cc1O | 103 | 0
O=C(c1ccccc1)N(Cc1ccc2c(c1)OCO2)Cc1nc2ccccc2c(=O)[nH]1 | 107 | 0.9
COC(=O)CC(N)c1ccccc1Cl (centres undefined) | 103 | 0
COc1ccc(-c2cc(C(F)(F)F)nc(NC(C)c3ccccc3)n2)cc1OC (centres undefined) | 101 | 0.2
CC(NC(=O)COc1ccccc1O)C1CC2CCC1C2 (centres undefined) | 99 | -0.3
COC(=O)c1ccccc1NC(=O)CSc1nc(C)c(Cl)c(C)c1C#N | 103 | 0
CC(C)c1ccc(S(=O)(=O)c2cnc(SCC(=O)Nc3ccc4c(c3)OCCO4)[nH]c2=O)cc1 | 110 | 1.4
CC1=NC(C(F)(F)F)(C(F)(F)F)C2=C(CC(C)(C)CC2=O)N1C(C)c1ccccc1 (centres undefined) | 103 | 0.5
c1cc(-c2nnco2)ccn1 | 106 | 0.9
FC(F)(F)c1cc(-c2ccc(Cl)cc2)nc(N2CCCCC2)n1 | 101 | 0.3
CC1(C)CC(=O)c2cc3c(N)c(C(=O)Nc4ccccc4)sc3nc2C1 | 102 | 0.3
Cc1ccccc1C(=O)N1CCC(C(=O)N2CCc3ccccc32)CC1 | 110 | 0.2
O=c1oc(-c2cccc3ncccc23)nn1Cc1ccccc1F | 102 | -0.1
Cc1cc(NNC(=O)c2cccc(C(F)(F)F)c2)nc2c1c(C)nn2C | 102 | 0.1
O=C(O)c1ccc(N2CCCC2)cc1 | 100 | -0.4
CC(NC(=O)Cc1ccc(Br)cc1)c1ccccc1 (centres undefined) | 107 | 0.2

# Reformatted: results already given.
O=C(O)c1ccc(Nc2nnc(-c3ccccc3)c(-c3ccccc3)n2)cc1O
- Polio RdRp inh: 103
- Polio RdRp inh FP z-score: 0
O=C(c1ccccc1)N(Cc1ccc2c(c1)OCO2)Cc1nc2ccccc2c(=O)[nH]1
- Polio RdRp inh: 107
- Polio RdRp inh FP z-score: 0.9
COC(=O)CC(N)c1ccccc1Cl (centres undefined)
- Polio RdRp inh: 103
- Polio RdRp inh FP z-score: 0
COc1ccc(-c2cc(C(F)(F)F)nc(NC(C)c3ccccc3)n2)cc1OC (centres undefined)
- Polio RdRp inh: 101
- Polio RdRp inh FP z-score: 0.2

# Continued:
canonical_smiles | Polio RdRp inh | Polio RdRp inh FP z-score
O=C(Oc1ccc(Cl)cc1)c1ccc(=O)[nH]c1 | 100 | -0.4
CC(=O)Oc1ccc2c(=O)c(Oc3ccc(Cl)cc3)c(C)oc2c1 | 101 | -0.5
COc1ccc(C(=O)N2CC(C)CC(C)C2)cc1 (centres undefined) | 100 | -0.5
O=C(CCC1N=C2c3ccccc3N=C(SCC(=O)Nc3ccc(F)cc3)N2C1=O)NCc1ccco1 (centres undefined) | 116 | 2
COC(=O)C1C2c3ccccc3OC1(C)N=c1s/c(=C\c3ccc(C)o3)c(=O)n12 (centres undefined) | 101 | -0.3
Cc1ccc(OCC(=O)N2CCCCC2)c(C)c1 | 102 | -0.3
COc1ccc(C)cc1NC(=O)c1ccc(S(C)(=O)=O)cc1 | 102 | -0.3
COc1ccccc1CNC(=O)c1ccc(CSc2nc3ccncc3n2Cc2cccc(F)c2)cc1 | 113 | 0.7
CCOC1=NOC2C3CCC(C3)C12 (centres undefined) | 110 | 0.6
CC(=O)Nc1ccc(NC(=O)CSc2nnc3ccccn23)cc1 | 107 | 0.7
Oc1c(C(c2ccccc2Cl)N2CCC(O)CC2)sc2nc(-c3ccco3)nn12 (centres undefined) | 106 | 0
Cc1ccccc1NC(=O)N(Cc1cccs1)C(=O)CC#N | 110 | 1.2
Nc1cc(=O)[nH]c(=S)n1-c1cccc(C(F)(F)F)c1 | 102 | 0.3
O=C1c2ccccc2C(=O)N1n1c(=O)[nH]c2ccccc2c1=O | 100 | -0.2
COC(=O)c1sccc1S(=O)(=O)NC1CCS(=O)(=O)C1 (centres undefined) | 106 | 0.8
CS(=O)(=O)NC1CC(=O)N(c2cccc(F)c2)C1 (centres undefined) | 103 | 0.3
COc1ccc(NC(=O)CSc2nc3c([nH]c4ccccc43)c(=O)n2-c2ccccc2)c(OC)c1 | 110 | 0.6
Cc1cccc(C2=NN3C(=N)/C(=C\c4ccc5c(c4)OCO5)C(=O)N=C3S2)c1 | 100 | 0
O=C(c1cccc(S(=O)(=O)N2CCCCC2)c1)N1CCCCC1 | 106 | 0.3
CCc1ccc(NC(=O)C(C)N2C(=O)c3ccccc3C2=O)cc1 (centres undefined) | 100 | -0.1
O=C(c1cc(Cl)c2c(c1)OCO2)N1CCCSc2ccccc21 | 106 | 0.5
COc1ccc(-c2cc(C(F)(F)F)n3nc(C(=O)OC(C)C)cc3n2)cc1 | 108 | 0.4
CC(=O)N(CC12CC3CC(CC(C3)C1)C2)C1CC(=O)N(c2cccc(Cl)c2)C1=O (centres undefined) | 108 | 0.4
CC1CCN(C(=O)CSc2n[nH]c(-c3ccc(F)cc3)n2)CC1 | 106 | -0.5
Cc1cc2n(n1)CCC(=O)N2Cc1ccc(C(=O)Nc2cc(Cl)ccc2C)cc1 | 111 | 0.7
COC(=O)c1cccc(CN2C(=O)SC(Nc3ccc(Cl)cc3)C2=O)c1 (centres undefined) | 105 | -0.1
CC1(C(=O)NC2CCCCC2)Cc2ccccc2C(=O)N1Cc1ccccc1Cl (centres undefined) | 114 | 0.9
Cc1cc(-c2csc(-c3cccs3)n2)c(C)n1C | 110 | 0.9
O=C(Cn1[nH]c(=O)c2ccccc2c1=O)N1CCCCCC1 | 107 | 0.5
O=C(NCc1n[nH]c(=O)c2ccccc12)Nc1ccccc1 | 104 | 0.2
CN(C)CC(C)(C)CNc1nc(-c2cccnc2)nc2ccccc12 | 100 | -0.6
COC(=O)CSc1nc2cc(Cl)ccc2c(=O)n1C1CCCC1 | 110 | 0.8
Cc1cc(N2CC(C)OC(C)C2)nc2ccccc12 (centres undefined) | 97 | -1
CCOC(=O)CS(=O)(=O)Cc1nc(-c2ccc(OC)c(OC)c2)no1 | 103 | 1.7
CC(=O)Nc1ccc(S(=O)(=O)N(Cc2ccco2)S(=O)(=O)c2ccccc2F)cc1 | 97 | -0.6
[O-]/[N+](=C/c1ccc(C(F)(F)F)cc1)c1ccccc1 | 101 | 0.4
COc1ccc(S(=O)(=O)c2nnn(-c3cccc(Cl)c3)c2N)cc1 | 105 | 0.3
CSc1ccccc1NC(=O)COC(=O)CN1C(=O)CSc2ccccc21 | 103 | 0.1
COc1cc2c(cc1OC)C(COc1ccccc1OC)N(C(=O)c1ccc(Br)o1)CC2 (centres undefined) | 100 | -0.3
O=C1CNC(=O)N1/N=C/c1ccc(Cl)cc1Cl | 106 | 0.4
CCc1cc(=O)oc2cc(C)cc(OCC(=O)c3ccc(F)cc3)c12 | 101 | -0.4
Cc1ccc(S(=O)(=O)N2CCc3cc(C(=O)Nc4ccc(Cl)cc4C)ccc32)cc1 | 106 | 0
CC(C)CCNC(=O)c1ccc(S(=O)(=O)C(F)F)cc1 | 100 | -0.3
COC(=O)C1=C(C)Nc2ncnn2C1c1ccncc1 (centres undefined) | 100 | -0.5

# Compound activity deposited in PubChem by ICCB-Longwood Screening Facility, Harvard Medical School.
